Source: PubChem
BioA inh: inhibitors of Mycobacterium tuberculosis BioA enzyme | 360,000 compounds, 0.096% hits | inhibition, % at 9.99 µM | AID 602481 | purified M. tuberculosis BioA enzyme, plate reader; in the data active = inhibition above about 40%
* marks the source's active call; other numbers are inactive results; & = joins results of further samples. These rows are one share of the data; rates above refer to the full screens.

SMILES	BioA inh
C[C@@H]1CCCCO[C@@H](CN(C)CC2CCCCC2)[C@H](C)CN([C@H](C)CO)C(=O)c2cc(NC(=O)c3ccccc3)ccc2O1	2.1
Cc1ccccc1-c1ccc([C@@H]2[C@H]3CN(C(=O)Nc4ccc(F)cc4)CCCCN3[C@H]2CO)cc1	-2.3
COc1ccc(NC(=O)N(C)C[C@H]2Oc3ccc(NC(=O)NC(C)C)cc3C(=O)N([C@H](C)CO)C[C@H]2C)cc1	-1.8
O=C(CN1CCOCC1)NCC[C@H]1CC[C@@H](NC(=O)Nc2ccccc2)[C@@H](CO)O1	0.7
COC(=O)C[C@@H]1CC[C@@H]2[C@H](COc3ccc(NC(=O)Nc4cc(C)cc(C)c4)cc3C(=O)N2C)O1	-1.5
CO[C@H]1CN(C)C(=O)c2ccc(NC(=O)C3CCCCC3)cc2OC[C@H](C)N(C(=O)c2ccccc2)C[C@@H]1C	-1.1
O=C(C[C@@H]1C[C@H]2c3cc(NS(=O)(=O)c4ccc(F)cc4)ccc3O[C@H]2[C@@H](CO)O1)NCc1ccccc1	1.1
C[C@H](CO)N1C[C@H](C)[C@@H](CN(C)Cc2ccc(-c3ccccc3)cc2)Oc2c(NC(=O)c3cnccn3)cccc2C1=O	-1.0
C[C@H]1CN([C@@H](C)CO)C(=O)c2cccc(NS(=O)(=O)c3ccccc3)c2O[C@@H]1CN(C)S(=O)(=O)c1ccccc1	-0.6
C[C@H](CO)N1C[C@H](C)[C@H](CN(C)Cc2ccccc2)Oc2ccc(NC(=O)Cc3cn(C)c4ccccc34)cc2C1=O	0.7
CNC(=O)C[C@H]1CC[C@H]2[C@H](COc3ccc(NC(=O)c4ccc(OC)cc4)cc3C(=O)N2C)O1	-0.4
CC(C)NC(=O)N(C)C[C@H]1Oc2c(NC(=O)Nc3cccc4ccccc34)cccc2C(=O)N([C@H](C)CO)C[C@@H]1C	9.3
C[C@H]1CCCCO[C@H](CN(C)Cc2ccc3c(c2)OCO3)[C@@H](C)CN([C@@H](C)CO)C(=O)c2cc(NS(=O)(=O)c3cccs3)ccc2O1	-0.2&-2.2
COc1cccc(NC(=O)N(C)C[C@@H]2Oc3cc(-c4cccc(C(=O)N(C)C)c4)ccc3S(=O)(=O)N([C@H](C)CO)C[C@H]2C)c1	-1.7
CO[C@@H]1CN(C)C(=O)c2cc(NC(=O)c3nc4ccccc4s3)ccc2OC[C@H](C)N(Cc2cncnc2)C[C@H]1C	0.1
C[C@@H]1CN([C@@H](C)CO)C(=O)c2cc(NS(=O)(=O)c3ccc(Cl)cc3)ccc2O[C@H]1CN(C)S(C)(=O)=O	-1.3
CCC(=O)N1C[C@@H](O)COC[C@H]2O[C@H](CC(=O)N3CCCCC3)CC[C@@H]21	-2.1
COc1cccc(NC(=O)N2C[C@H](O)COC[C@@H]3O[C@H](CC(=O)NC4CCCC4)CC[C@H]32)c1	3.4
C[C@H]1CN([C@@H](C)CO)C(=O)Cc2cc(NC(=O)CCN3CCOCC3)ccc2O[C@H]1CN(C)S(=O)(=O)c1ccccc1	8.2
C[C@H]1CN([C@@H](C)CO)C(=O)c2cc(NS(=O)(=O)c3ccccc3)ccc2O[C@H]1CN(C)C(=O)Nc1ccccc1	-2.8

Taken from above.
BioA inh with O=C(C[C@@H]1C[C@H]2c3cc(NS(=O)(=O)c4ccc(F)cc4)ccc3O[C@H]2[C@@H](CO)O1)NCc1ccccc1 is entered as 1.1
BioA inh with COc1cccc(NC(=O)N2C[C@H](O)COC[C@@H]3O[C@H](CC(=O)NC4CCCC4)CC[C@H]32)c1 is entered as 3.4
BioA inh with C[C@H]1CN([C@@H](C)CO)C(=O)c2cccc(NS(=O)(=O)c3ccccc3)c2O[C@@H]1CN(C)S(=O)(=O)c1ccccc1 is entered as -0.6

Next section.
SMILES	BioA inh
CC(C)C#Cc1ccc([C@@H]2[C@@H](C#N)N(C(=O)C3CCOCC3)[C@H]2CO)cc1	-0.3
C[C@H]1CN([C@@H](C)CO)S(=O)(=O)c2ccc(-c3cccc(C#N)c3)cc2O[C@H]1CN(C)C(=O)c1ccncc1	25.0
CO[C@@H]1CN(C)C(=O)c2cc(NC(=O)NC3CCCCC3)ccc2OC[C@H](C)N(CC2CC2)C[C@@H]1C	2.2
Cc1cc(C(=O)Nc2cccc3c2O[C@@H](CN(C)C(=O)Nc2ccc4c(c2)OCO4)[C@@H](C)CN([C@@H](C)CO)C3=O)n(C)n1	-1.5
C[C@H]1CCCCO[C@@H](CN(C)CC2CCCCC2)[C@@H](C)CN([C@@H](C)CO)C(=O)c2cc(NS(=O)(=O)c3ccc(F)cc3)ccc2O1	5.2
C=CC[C@@H](OC(=O)Nc1ccc(SC)cc1)c1ccc(OCCO)cc1	-1.3
CN(C[C@H]1[C@H](c2ccccc2)[C@@H](CO)N1CC1CC1)C(=O)c1ccccc1	14.6
COCC(=O)Nc1ccc2c(c1)C(=O)N(C)C[C@@H](OC)[C@H](C)CN(CCc1ccccc1)[C@@H](C)CO2	2.7
O=C(NCc1ccc(F)cc1)[C@@H]1C[C@@H]2C(=O)N3CCC[C@H]3C(=O)N2[C@@H]1c1cccc(OCCO)c1	-0.3
Cc1ccc(-c2ccc3c(c2)O[C@H](CN(C)C(=O)C2CCC2)[C@H](C)CN([C@H](C)CO)S3(=O)=O)cc1	1.0

Four compounds drawn at random from those above:
SMILES	BioA inh
Cc1cc(C(=O)Nc2cccc3c2O[C@@H](CN(C)C(=O)Nc2ccc4c(c2)OCO4)[C@@H](C)CN([C@@H](C)CO)C3=O)n(C)n1	-1.5
C[C@H]1CCCCO[C@@H](CN(C)CC2CCCCC2)[C@@H](C)CN([C@@H](C)CO)C(=O)c2cc(NS(=O)(=O)c3ccc(F)cc3)ccc2O1	5.2
CO[C@@H]1CN(C)C(=O)c2cc(NC(=O)NC3CCCCC3)ccc2OC[C@H](C)N(CC2CC2)C[C@@H]1C	2.2
COCC(=O)Nc1ccc2c(c1)C(=O)N(C)C[C@@H](OC)[C@H](C)CN(CCc1ccccc1)[C@@H](C)CO2	2.7

(list continues)
SMILES	BioA inh
C[C@H]1CN([C@@H](C)CO)C(=O)Cc2cc(NS(=O)(=O)c3ccc(F)cc3)ccc2O[C@H]1CN(C)Cc1ccncc1	-0.1
C[C@H]1CN([C@@H](C)CO)C(=O)c2cc(NC(=O)Nc3ccc4c(c3)OCO4)ccc2O[C@H]1CN(C)S(C)(=O)=O	-0.7
C[C@H]1CN([C@@H](C)CO)S(=O)(=O)c2ccc(-c3ccncc3)cc2O[C@@H]1CN(C)Cc1ccccn1	1.2
O=C(C[C@@H]1CC[C@@H]2[C@H](COC[C@@H](O)CN2Cc2ccc3c(c2)OCO3)O1)Nc1ccc(-c2ccccc2)cc1	-2.1
C[C@@H]1CN([C@@H](C)CO)C(=O)Cc2cc(NS(C)(=O)=O)ccc2O[C@H]1CN(C)Cc1ccncc1	0.1
C[C@H](CO)N1C[C@H](C)[C@H](CN(C)Cc2ccc(Oc3ccccc3)cc2)Oc2ccc(NC(=O)CCCN(C)C)cc2C1=O	2.0
COc1cccc(CNC(=O)C[C@H]2CC[C@@H](NS(=O)(=O)c3ccccc3OC)[C@H](CO)O2)c1	-4.2
CCCNC(=O)c1cc2c(c(-c3cccc(-c4ccc(F)cc4)c3)n1)[C@H](CCO)N([S@@](=O)C(C)(C)C)C2	0.0
O=C(C[C@H]1CC[C@@H](NC(=O)c2cccnc2)[C@H](CO)O1)NCCN1CCCCC1	0.0
CCCC#Cc1cnc2c(c1)C(=O)N([C@H](C)CO)C[C@H](C)[C@@H](CN(C)C(=O)c1ccccc1)O2	-0.5

Entries above that contain a cyano group:
SMILES	BioA inh
CC(C)C#Cc1ccc([C@@H]2[C@@H](C#N)N(C(=O)C3CCOCC3)[C@H]2CO)cc1	-0.3
C[C@H]1CN([C@@H](C)CO)S(=O)(=O)c2ccc(-c3cccc(C#N)c3)cc2O[C@H]1CN(C)C(=O)c1ccncc1	25.0

Following part.
SMILES	BioA inh
COCCNC(=O)C[C@H]1CC[C@H]2[C@@H](COC[C@@H](O)CN2S(=O)(=O)c2ccccc2F)O1	-0.3
C[C@H](CO)N1C[C@H](C)[C@H](CN(C)S(C)(=O)=O)OCCCC[C@H](C)Oc2ccc(N(C)C)cc2C1=O	-1.7
C[C@H](CO)N1C[C@H](C)[C@@H](CN(C)C(=O)c2cccc(F)c2)Oc2ncc(-c3cccc(F)c3)cc2C1=O	12.5
C[C@@H]1CN([C@H](C)CO)S(=O)(=O)c2ccc(C#C[C@@H](C)O)cc2O[C@@H]1CN(C)C(=O)Nc1ccccc1	5.0
COc1cccc(-c2ccc([C@@H]3[C@H]4CN(CC5CC5)CCCCN4[C@H]3CO)cc2)c1	-1.0
O=C(N[C@H]1C=C[C@@H](CC(=O)N2CCc3ccccc3C2)O[C@H]1CO)C1CC1	-0.7
COC(=O)C[C@@H]1CC[C@@H]2[C@H](COc3ccc(NC(=O)Nc4ccc(C#N)cc4)cc3C(=O)N2C)O1	-2.6
CCC(=O)N(C)C[C@H]1Oc2ncc(C#CCC3CCCC3)cc2C(=O)N([C@H](C)CO)C[C@@H]1C	-0.5
C[C@H]1CN([C@@H](C)CO)C(=O)Cc2cc(NC(=O)Nc3ccc(F)cc3)ccc2O[C@@H]1CN(C)C(=O)Nc1ccc(F)cc1	-3.5
C[C@@H]1CN([C@@H](C)CO)C(=O)Cc2cc(NC(=O)Nc3cccc4ccccc34)ccc2O[C@H]1CN(C)S(=O)(=O)c1ccc(Cl)cc1	-3.3
C[C@@H]1CN([C@@H](C)CO)S(=O)(=O)c2ccc(-c3cncnc3)cc2O[C@@H]1CN(C)C	-1.7
C[C@@H]1CN([C@@H](C)CO)C(=O)c2cc(NC(=O)CCC(F)(F)F)ccc2O[C@@H](C)CCCCO[C@H]1CN(C)Cc1ccc(Cl)c(Cl)c1	-1.3
Cc1ccc(N2C(=O)c3ccccc3[C@](C)(C(=O)O)[C@@H]2c2ccc(CO)cc2)nc1	1.1
CCCNC(=O)Nc1ccc2c(c1)C(=O)N(C)C[C@@H](OC)[C@@H](C)CN(Cc1ccc(-c3ccccn3)cc1)[C@@H](C)CO2	-6.8
C[C@@H]1CN([C@@H](C)CO)C(=O)Cc2cc(NC(=O)Nc3cccc4ccccc34)ccc2O[C@@H]1CN(C)Cc1ccc2c(c1)OCO2	4.3
COc1cccc(NC(=O)C[C@H]2CC[C@@H]3[C@@H](COc4ccc(NC(C)=O)cc4C(=O)N3C)O2)c1	-0.8
CN(C)C(=O)C[C@H]1C[C@@H]2c3cc(NC(=O)Nc4ccc(F)cc4)ccc3O[C@@H]2[C@@H](CO)O1	3.5
Cc1ccc(-c2cnc3c(c2)C(=O)N([C@@H](C)CO)C[C@H](C)[C@@H](CN(C)C(=O)CN(C)C)O3)cc1	-1.7
C[C@H]1CN([C@@H](C)CO)S(=O)(=O)c2ccc(C#CCN(C)C)cc2O[C@H]1CN(C)S(=O)(=O)c1cccc(F)c1	3.4
C[C@@H]1CN([C@@H](C)CO)C(=O)c2cc(NC(=O)Nc3cccc4ccccc34)ccc2O[C@@H](C)CCCCO[C@@H]1CN(C)Cc1ccncc1	-4.2
CO[C@@H]1CN(C)C(=O)c2ccc(NS(=O)(=O)c3ccccc3)cc2OC[C@@H](C)N(Cc2ccccn2)C[C@@H]1C	-1.4
CNC[C@@H]1Oc2ncc(-c3cccc(F)c3)cc2C(=O)N([C@@H](C)CO)C[C@@H]1C	-0.8
C[C@@H]1CCCCO[C@@H](CN(C)C)[C@@H](C)CN([C@H](C)CO)C(=O)c2cc(NC(=O)C3CCCCC3)ccc2O1	0.2
COCC#Cc1cnc2c(c1)C(=O)N([C@H](C)CO)C[C@@H](C)[C@@H](CN(C)C(=O)c1ccc3c(c1)OCO3)O2	-0.3
Cc1noc(C)c1NC(=O)N(C)C[C@@H]1Oc2ccc(NC(=O)c3ccncc3)cc2C(=O)N([C@@H](C)CO)C[C@@H]1C	-0.2
C[C@H](CO)N1C[C@H](C)[C@@H](CN(C)Cc2ccc(C(=O)Nc3ccccc3N)cc2)Oc2ccc(NC(=O)C3CC3)cc2CC1=O	-1.0
O=C(C[C@H]1C[C@@H]2c3cc(NC(=O)C4CCOCC4)ccc3O[C@@H]2[C@@H](CO)O1)NC1CCCC1	0.8
CCC(=O)Nc1ccc2c(c1)C(=O)N(C)[C@H]1CC[C@H](CC(=O)Nc3ccccc3OC)O[C@@H]1CO2	-5.6
O=C(O)[C@@H]1[C@@H](CO)[C@@H]2Cn3c(ccc(-c4ccncc4)c3=O)[C@H]1N2S(=O)(=O)c1ccccc1F	-3.0
C[C@@H]1CN([C@H](C)CO)S(=O)(=O)c2ccc(C#CCN(C)C)cc2O[C@@H]1CN(C)C(=O)C1CCCCC1	-0.8
C[C@@H]1CCCCO[C@@H](CN(C)Cc2ccc(Cl)c(Cl)c2)[C@@H](C)CN([C@@H](C)CO)C(=O)c2cc(NC(=O)Nc3cccc4ccccc34)ccc2O1	-0.2
C[C@@H]1CN([C@H](C)CO)S(=O)(=O)c2ccc(C#C[C@@H](C)O)cc2O[C@@H]1CN(C)C(=O)CC1CC1	-1.2
CC(C)NC(=O)Nc1ccc2c(c1)C(=O)N([C@@H](C)CO)C[C@@H](C)[C@@H](CN(C)Cc1ccccc1)OCCCC[C@@H](C)O2	-1.0
C[C@H](CO)N1C[C@H](C)[C@H](CN(C)S(=O)(=O)c2ccc(Cl)cc2)Oc2c(NC(=O)Nc3ccc4c(c3)OCO4)cccc2C1=O	-0.9
CO[C@H]1CN(C)C(=O)c2ccc(NC(C)=O)cc2OC[C@@H](C)N(Cc2cncnc2)C[C@H]1C	3.4
CNC[C@@H]1Oc2ncc(-c3ccc(F)cc3)cc2C(=O)N([C@H](C)CO)C[C@@H]1C	10.5
COC(=O)C[C@@H]1C[C@@H]2c3cc(N)ccc3O[C@@H]2[C@H](CO)O1	-0.4
CN(C)Cc1cn(CC[C@@H]2CC[C@@H](NS(=O)(=O)c3ccc(-c4ccccc4)cc3)[C@@H](CO)O2)nn1	-0.6
C[C@@H](NC(=O)[C@@H]1[C@@H](CO)[C@@H]2Cn3c(cccc3=O)[C@@H]2N1Cc1ccncc1)c1ccccc1	-0.3
C[C@@H]1CCCCO[C@@H](CN(C)C(=O)Nc2ccc(F)cc2)[C@H](C)CN([C@H](C)CO)C(=O)c2cc(NS(=O)(=O)c3ccc(Cl)cc3)ccc2O1	0.2
C[C@@H]1CN([C@H](C)CO)C(=O)c2cc(NS(=O)(=O)c3ccc(Cl)cc3)ccc2O[C@@H](C)CCCCO[C@@H]1CN(C)S(C)(=O)=O	-1.5
